3CLpro inhibitor – SARS-CoV 3CLpro protease inhibitors, primary screen, biochemical, quenched FRET; AID 1706, 2009; recombinant SARS-CoV 3CLpro, quenched FRET peptide cleavage; 290,000 tested, 0.14% active; inhibition, % at 6 µM; Replicase polyprotein 1ab (Severe acute respiratory syndrome coronavirus), P0C6X7; in the data active means inhibition above about 12%
SSB-PriA inh – inhibitors of Klebsiella pneumoniae PriA binding to SSB C-terminal tail, primary screen, biochemical, AlphaScreen; 430,000 tested, 0.6% active; AlphaScreen SSBct-PriA binding, biotinylated peptide; PriA–SSB C-terminal tail interaction (Klebsiella pneumoniae); inhibition, % at 33 µM; in the data active means inhibition mostly above about 37%, no sharp cut-off; inactive means mostly below about 20%;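 further: plate controls were negative control peptide for no effect and reference peptide for full effect; strong numbers were not always called active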
BioA inh – M. tuberculosis BioA enzyme inhibitors, primary screen, biochemical, plate reader, single point, HTS | inhibition, % at 9.99 µM | purified M. tuberculosis BioA enzyme | 360,000 tested, 0.096% active; in the data active means inhibition above about 40%
VHR inh abs – VHR1 phosphatase inhibitors, primary screen, biochemical, absorbance, uHTS; Dual specificity protein phosphatase 3 (Homo sapiens), P51452; recombinant VHR phosphatase, pNPP absorbance; inhibition, % at 13.3 µM; 290,000 tested, 0.52% active; AID 1654, 2009; in the data active means inhibition above about 50%; further: some compounds called inactive have numbers as strong as hits
Target sequence (P51452 whole entry, looked up): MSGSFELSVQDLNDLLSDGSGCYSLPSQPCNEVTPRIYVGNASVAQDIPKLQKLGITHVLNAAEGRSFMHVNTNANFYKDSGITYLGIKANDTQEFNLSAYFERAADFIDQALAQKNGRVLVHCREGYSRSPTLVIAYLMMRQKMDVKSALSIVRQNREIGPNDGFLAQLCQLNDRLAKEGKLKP
GDH-TPI inh – GDH-TPI coupling enzyme inhibitors, primary screen, artefact control for M. tuberculosis FBA inhibitor project, biochemical, absorbance, full deck. 360,000 tested, 1.2% active. GDH-TPI coupled enzyme counterscreen, NADH absorbance. inhibition, % at 4.8 µM; in the data active means inhibition above about 30%;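 further: 0% = DMSO wells and 100% = wells lacking the enzyme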
MazEF act – activators of E. coli MazEF toxin-antitoxin RNase, primary screen, biochemical, fluorescence, uHTS. Endoribonuclease toxin MazF (Escherichia coli (strain K12)), P0AE70. FAM/BHQ RNA-DNA oligo cleavage fluorescence, 5 h. activation, % at 20 µM. 350,000 tested, 0.32% active; in the data active means activation above about 50%
Rv3671c inh – Rv3671c serine protease inhibitors, primary screen, biochemical, fluorescence polarization, M. tuberculosis H37Rv; inhibition, % at 5.96 µM; AID 2606, 2010; 320,000 tested, 0.048% active; P9WHR9; in the data active means inhibition above about 38%;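 further: extracellular domain of Rv3671c used as enzyme; 0% = enzyme with DMSO and 100% = no enzyme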
Target sequence (P9WHR9 whole entry, looked up, the tested form may be a part): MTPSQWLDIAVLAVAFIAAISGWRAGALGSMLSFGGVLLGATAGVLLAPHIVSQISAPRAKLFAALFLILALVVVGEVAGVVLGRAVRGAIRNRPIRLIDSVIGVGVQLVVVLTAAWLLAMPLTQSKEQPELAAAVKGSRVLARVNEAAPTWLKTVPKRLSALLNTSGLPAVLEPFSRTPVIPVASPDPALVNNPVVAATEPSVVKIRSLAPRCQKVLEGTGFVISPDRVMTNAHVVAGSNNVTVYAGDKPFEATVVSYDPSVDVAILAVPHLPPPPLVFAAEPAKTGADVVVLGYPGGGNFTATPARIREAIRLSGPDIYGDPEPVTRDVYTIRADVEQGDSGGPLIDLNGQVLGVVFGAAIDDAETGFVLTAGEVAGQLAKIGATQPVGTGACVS
BH1578 lux ind – inducers of Vibrio cholerae quorum light production without autoinducers, primary screen, BH1578 luxS cqsA deficient, single point; V. cholerae BH1578 lux reporter, luminescence, 6 h; activation, % at 18.7 µM; 350,000 tested, 0.16% active; AID 588436, 2011; in the data active means activation mostly above about 9.7%, no sharp cut-off; further: not every result past the cut was called active; inactives centre near 0; reference of the scale not given here
Mtb UGM inh – M. tuberculosis UGM enzyme inhibitors, primary screen, biochemical, fluorescence polarization, single point | UDP-galactopyranose mutase (Mycobacterium tuberculosis (strain ATCC 25618 / H37Rv)), … | purified UGM, fluorescence polarization probe displacement | inhibition, % at 10 µM | 320,000 tested, 0.06% active | AID 504406, 2011; in the data active means inhibition above about 10%, passing the limit was not always enough
Target sequence (P9WIQ1 whole entry, looked up): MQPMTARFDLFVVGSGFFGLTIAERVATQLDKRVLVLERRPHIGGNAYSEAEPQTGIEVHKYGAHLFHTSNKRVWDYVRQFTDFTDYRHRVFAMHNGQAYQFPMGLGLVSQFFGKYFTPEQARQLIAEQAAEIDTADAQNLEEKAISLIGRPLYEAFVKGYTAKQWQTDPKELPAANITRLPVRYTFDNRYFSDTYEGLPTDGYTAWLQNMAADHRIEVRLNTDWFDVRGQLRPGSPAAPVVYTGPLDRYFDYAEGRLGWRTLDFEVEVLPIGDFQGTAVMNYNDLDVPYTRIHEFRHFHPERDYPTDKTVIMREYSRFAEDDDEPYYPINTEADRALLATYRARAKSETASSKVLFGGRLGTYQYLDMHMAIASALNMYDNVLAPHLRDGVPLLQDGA
Mtb FBA inh – Mtb FBA enzyme inhibitors, primary screen, biochemical, fluorescence, strain H37Rv; purified M. tuberculosis FBA, fluorescence read-out; inhibition, % at 1 µM; AID 588726, 2011; 360,000 tested, 2.3% active; Fructose-bisphosphate aldolase (Mycobacterium tuberculosis (strain ATCC 25618 / H37Rv)), …; in the data active means inhibition above about 27%;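 further: 0% = vehicle and 100% = reference inhibitor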
Starred values were filed as active, the others as inactive; i = inactive; nt = no result given. A portion of the library; rates above refer to the full screens.

compound	3CLpro inhibitor	SSB-PriA inh	BioA inh	VHR inh abs	GDH-TPI inh	MazEF act	Rv3671c inh	BH1578 lux ind	Mtb UGM inh	Mtb FBA inh
Cc1cc(NC(=O)CCC(=O)N(C2CC2)C2(C(=O)NC3CCCC3)CCC(C)CC2)no1 (centres undefined)	5.0	-11.7	1.5	22.1	3.9	-1.0	8.9	nt	-0.9	-1.4
Cc1ccccc1NS(=O)(=O)c1c(C(=O)N2CCCCCC2)c(C)n(C)c1C	-1.1	-5.8	2.4	5.3	8.9	6.5	-4.2	-0.3	-2.5	2.7
Cc1c(C(=O)N(C)CCOc2ccccc2)oc2c(Cl)cccc12	nt	-27.3	1.3	nt	0.0	-1.8	-11.8	-2.5	-1.1	-0.6
COc1cc(C(=O)N2CCC2(C)C(=O)O)cc(OC)c1OC (centres undefined)	nt	nt	-1.8	nt	3.5	nt	nt	i	nt	-1.4
Cc1ccc(CS(=O)(=O)CCC(=O)NCC2CCCO2)cc1 (centres undefined)	-0.7	-7.0	-2.4	-5.0	-3.4	5.3	4.5	i	1.1	0.9
CCOCc1nnc(NC(=O)CSc2ccccc2)s1	0.7	-1.9	0.5	9.9	-0.9	-2.2	-6.4	1.9	4.7	1.4
CN1CCN(c2ncnc3ccc(Br)cc23)CC1	-0.8	-8.4	2.8	12.8	10.4	6.1	-0.4	-0.3	-2.4	0.5
CN(Cc1ccccc1)CC(O)COc1ccc(CNCc2cccnc2)cc1 (centres undefined)	-2.9	12.3	-0.3	48.8	1.3	-24.2	2.0	-0.7	-0.2	1.3
COC(CN(C)C(=O)C1CCC(CNS(=O)(=O)c2ccc(C)cc2)CC1)OC (centres undefined)	3.7	-4.5	-0.1	-9.1	-7.6	9.3	4.5	-1.6	-1.8	-3.6
COc1ccc(Br)cc1CN(C)C(=O)CNC(=O)c1ccc2ccccc2c1	1.5	-14.2	0.0	17.1	-5.0	5.9	-2.9	i	-6.3	-2.5
CC1(C)Cc2c(sc3c2C(=O)N(c2ccccc2)C2=NCCN23)CS1	3.1	-3.7	9.7	15.2	3.2	1.1	-0.8	0.7	1.4	22.4
Cn1nc(C(=O)NC2=NCCS2)ccc1=O	-6.5	4.1	0.1	-2.4	-8.3	4.9	-2.9	i	1.8	9.5
CCCSc1nc(O)c(CC)c(=O)n1C(C)CC (centres undefined)	-0.9	-7.0	6.6	1.4	-2.1	-1.1	-6.5	i	7.1	-4.8
COc1ccc(C)cc1NCc1ccc(OC)c(C)c1OC	-3.0	26.9	0.3	-7.8	0.5	-1.6	1.0	i	3.5	1.9
CC(C)CN(C(=O)CCNC(=O)c1ccccc1Cl)C1CCS(=O)(=O)C1 (centres undefined)	nt	-4.3	-3.4	nt	7.3	3.0	2.9	i	1.1	6.7
COc1ccc(CNC(=O)/C=C/c2ccco2)cc1OC	0.1	-4.4	1.2	-11.7	1.2	-8.4	7.7	-0.4	0.4	-4.3
O=C(/C=C/c1ccccc1)NNc1ccc(Cl)cc1	5.7	-5.1	nt	18.5	-0.3	0.0	-3.7	i	1.3	-2.3
O=C(CSc1nnc(-c2ccccc2Cl)o1)N1CCOCC1	0.8	-12.4	1.3	6.4	-8.2	9.4	1.8	-0.3	1.4	-4.3
CCCCC(=O)Nc1cccc(C(=O)Nc2ccccc2C(=O)O)c1	-3.0	-0.9	nt	-10.1	-2.9	10.6	6.8	-0.6	6.2	2.7
CCn1c(SCC(=O)NC2CCCC2)nc2c1c(=O)n(C)c(=O)n2C	-3.3	-16.3	0.0	15.8	-9.8	10.4	-5.3	-1.2	-0.3	0.9
O=C(Nc1ccc(F)cc1)c1ccc(S(=O)(=O)N2CCOCC2)o1	2.3	-5.3	0.3	-2.7	-13.1	0.7	7.7	-0.5	0.3	0.9
COc1ccc(OC(=O)c2ccc(Cl)cc2)c(C(C)=O)c1	2.7	-10.1	nt	-15.2	-3.5	5.5	-5.7	i	1.6	-1.0
COc1ccc(CN2CCNC(=O)C2CC(=O)NC2CCCC2)c(OC)c1 (centres undefined)	-1.5	-0.9	-1.1	-3.6	6.0	5.8	-4.4	i	-0.3	-0.9
COCCNC(=O)C1(C)CCCN(C(=O)c2ccccc2F)C1 (centres undefined)	nt	nt	-1.4	nt	5.8	nt	nt	-3.7	nt	-2.2
CC(Oc1ccc(-c2ccccc2)cc1)C(=O)N/N=C/c1cccnc1 (centres undefined)	-3.8	nt	2.9	-9.4	3.0	5.6	-8.7	-0.4	2.5	2.1
C/C(=N\Nc1nc(C)cc(-c2ccccc2)n1)c1ccc(C)o1	3.6	nt	0.7	27.0	14.7	-2.0	6.7	nt	-0.3	1.8
CCC(CNc1cc(OC)cc2cccnc12)NC1CCCCC1 (centres undefined)	4.6	3.8	nt	54.1*	13.0	4.6	21.1	-0.9	5.4	-0.6
Clc1ccc(Br)cc1-c1nc(-c2ccncc2)no1	1.3	-11.9	nt	13.1	-2.7	1.5	-0.5	-0.2	0.3	2.3
COc1ccc(-c2cc(C(=O)N(C)Cc3ccccc3F)c3ccccc3n2)cc1OC	1.8	-28.2	1.2	-3.0	9.6	4.2	-12.2	1.3	-2.5	10.9
CCCCC(=O)Nc1cccc(-c2nc3ncccc3o2)c1	-5.0	1.7	20.2	-6.5	0.5	4.7	1.2	-0.2	-2.0	42.9*
CC(C)[C@H](NC(=O)OCc1ccccc1)C(=O)OCC(=O)N1C(C)CCCC1C (some centres undefined)	nt	0.8	nt	nt	-2.3	-2.0	nt	-1.0	nt	2.5
CCC1(C)Cc2ccccc2/C(=C/C(=O)N2CCCCC2)N1 (centres undefined)	-5.6	10.8	0.3	22.6	0.9	-8.9	3.3	i	-1.8	-0.5
O=C(COC(=O)/C=C/c1cccc(Br)c1)NCCc1ccccc1	nt	-7.9	-0.3	nt	2.1	1.0	-6.2	1.1	-1.1	3.0
O=C1c2cccc3cccc(c23)C(=O)N1CCCN1CCN(c2ccc(F)cc2)CC1	0.8	13.6	nt	28.8	20.9	5.9	-8.6	-0.5	2.3	0.0
CCOC(=O)CNC(=O)Nc1nnc(-c2ccc(OCC)cc2)o1	-5.1	7.2	nt	13.6	-0.9	11.5	5.6	-0.1	1.1	63.1*
COc1ccccc1-c1nn2c(=O)cc(C)nc2s1	0.8	-15.9	-0.6	6.9	13.6	3.8	3.9	0.0	0.9	5.1
CCCS(=O)(=O)c1c(S(=O)(=O)CCC)c2c(N)cccn2c1C(=O)c1ccc(OC)cc1	5.4	-3.6	nt	-14.5	6.1	16.4	3.6	i	-0.5	2.4
S=c1[nH]ncn1/N=C/c1cccs1	0.9	nt	-0.5	8.7	-2.4	-0.2	10.6	-0.5	0.6	2.6
Cc1ccc(NC(=O)CN(C)CC(=O)Nc2ccccc2C(=O)Nc2ccccc2)cc1	1.9	-11.3	nt	17.4	0.3	-5.5	-4.7	i	0.4	73.0*
CC1(C)CC(=O)c2cnc(NC(=O)c3ccco3)nc2C1	-7.2	-12.3	3.6	24.2	-1.3	1.4	2.9	-2.1	0.6	-5.1
COc1cccc(C(=O)NC(=S)Nc2ccc(Cl)c(C(=O)O)c2)c1	-1.7	-10.0	-0.8	39.0	7.5	-1.0	0.4	i	3.5	2.6
CCC(=O)Nc1ccc(-c2cc(-c3ccccc3)nc(-c3ccc(NC(=O)CC)cc3)n2)cc1	-1.8	0.4	nt	11.3	19.2	9.0	-21.8	-0.3	-0.2	-1.9
O=C(C1CCCN(c2ncnc3c2nc2n3CCCCC2)C1)N1CCN(c2ccc(F)cc2)CC1 (centres undefined)	-5.0	12.3	0.3	17.8	1.7	9.5	-4.6	-0.9	0.1	-0.5
COC(=O)C(C(=O)OC)c1ccccc1[N+](=O)[O-]	1.5	-15.2	-0.8	15.6	2.2	10.1	2.7	11.1	-4.7	1.1
O=C(CSc1ccsc1[N+](=O)[O-])N1CCCCC1	-0.4	7.0	nt	13.1	-1.2	2.8	5.5	-0.2	0.9	-0.6
O=C(NCCCCNC(=O)c1ccccn1)c1ccccn1	0.3	9.0	4.5	-0.9	0.9	5.4	-7.3	-0.9	-1.1	-0.9
CCOC(=O)C1CCCN(C(=O)c2cc3c(=O)n4ccccc4nc3s2)C1 (centres undefined)	0.4	6.3	-2.9	22.5	16.5	0.0	-4.4	i	1.3	63.3*
Cc1ccc(Nc2c3c(nc4ncnn24)CC(C)CC3)cc1 (centres undefined)	-0.2	-12.6	22.0	-12.8	18.3	4.3	-3.9	3.2	0.3	-2.7
Cc1ccc(S(=O)(=O)N2CCC(C(=O)OCC(=O)N3CCCCC3C)CC2)cc1C (centres undefined)	nt	-3.8	nt	nt	5.6	2.5	-5.2	i	0.7	2.1
CS(=O)(=O)N1CCC(C(=O)NCCN2CCN(Cc3ccccc3)CC2)CC1	-2.8	1.6	-0.5	9.9	10.6	-1.4	-7.8	-0.4	-0.9	2.9
CC(C)CC1(C(=O)NCc2ccccn2)C=CCN1C(=O)c1ccccc1 (centres undefined)	-2.9	-6.7	-2.4	12.4	1.7	5.0	-7.6	0.0	-0.5	3.6
O=[N+]([O-])c1ccc(S(=O)(=O)NCC(c2cccnc2)N2CCc3ccccc32)cc1 (centres undefined)	nt	8.3	4.9	nt	-10.4	0.4	6.0	14.3	4.1	-1.0
CCOc1ccc(CN2CCN(CC(O)Cn3c4ccccc4c4ccccc43)CC2)cc1 (centres undefined)	-0.3	1.1	6.6	-5.6	-8.6	2.0	-8.9	-0.2	3.3	0.9
O=C(OCCN=C1NS(=O)(=O)c2ccccc21)c1ccccc1F	-1.4	-8.0	18.3	34.4	-3.0	2.8	0.5	-0.4	0.2	-0.5
COCCNC(=O)C1CCCN(C(=O)c2cc(C(C)(C)C)nn2C)CC1 (centres undefined)	nt	nt	-0.7	nt	11.1	nt	nt	-0.7	nt	1.1
O=C(CSc1nncs1)NNC(=O)c1ccco1	nt	-0.1	-0.2	nt	1.8	6.9	4.1	-5.0	-0.2	1.5

By substructure: the entries above with a nitro group on carbon.
compound	3CLpro inhibitor	SSB-PriA inh	BioA inh	VHR inh abs	GDH-TPI inh	MazEF act	Rv3671c inh	BH1578 lux ind	Mtb UGM inh	Mtb FBA inh
COC(=O)C(C(=O)OC)c1ccccc1[N+](=O)[O-]	1.5	-15.2	-0.8	15.6	2.2	10.1	2.7	11.1	-4.7	1.1
O=C(CSc1ccsc1[N+](=O)[O-])N1CCCCC1	-0.4	7.0	nt	13.1	-1.2	2.8	5.5	-0.2	0.9	-0.6
O=[N+]([O-])c1ccc(S(=O)(=O)NCC(c2cccnc2)N2CCc3ccccc32)cc1 (centres undefined)	nt	8.3	4.9	nt	-10.4	0.4	6.0	14.3	4.1	-1.0

Bioassay records (PubChem)
